# Screening results deposited in PubChem BioAssay by Broad Institute.
# EWS-Fli inh – blocks EWS/Fli oncoprotein-driven transcription. inhibition, % at 12.6 µM. A673 NR0B1-luciferase reporter, viability-normalised. actives 0.67% (n = 350,000). AID 651661;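 active means mean inhibition of at least 50% after viability correction, with every replicate also passing that limit; inconclusive means mean reaches 50% but only one of two replicates passes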;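 further: firefly luciferase signal divided by Alamar Blue viability fluorescence both relative to DMSO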
# PAX8 reporter – inhibitors of PAX8 transcriptional activity in RMG-I cells; actives 1.2% (n = 360,000); inhibition, % at 12.6 µM; RMG-I TPO-luciferase reporter, SteadyGlo, 24 h;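 active means mean replicate inhibition at least 60% with every replicate also reaching 60%; inconclusive means only one of the two criteria is met; inactive means mean below 60% and not all replicates reaching 60%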;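 further: luciferase light reporting Pax8 driven TPO promoter activity; plate controls were median of neutral control wells for no effect and mitoxantrone controls for full effect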
# LGR2 inh – Drosophila LGR2 receptor signaling inhibition | HEK293 LGR2, CRE-luciferase, bursicon-stimulated, 4 h | inhibition, % at 9.99 µM | actives 0.35% (n = 380,000) | AID 720647;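 active means drop in luminescence signal, shown as inhibition above about 50% in the replicate tests, limit read from the data, passing the limit was not always enough; inconclusive means probably only some replicates passing the limit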;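 further: agonist challenge used bursicon conditioned medium at about half maximal strength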
# ARNT-TACC3 inh – disrupts binding between human ARNT and TACC3; Q9Y6A5; AlphaScreen His-ARNT PAS-B/GST-TACC3 binding, luminescence; TACC3 fragment carries E629A point mutation; inhibition, % at 9.99 µM; actives 0.66% (n = 390,000); AID 623870;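 active means mean inhibition of replicates at least 50% and at least half of replicates each reaching 50%; inconclusive means half or more replicates reach 50% but mean below 50%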;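 further: 0% = complete ARNT plus TACC3 wells and 100% = ARNT alone without TACC3; many hits fall short of the cut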
# DENV2 CPE – inhibitors of DENV2 cytopathic effect. DENV2-infected cells, cytopathic effect rescue, plate reader. CPE inhibition, % at 9.99 µM. actives 1.7% (n = 350,000); in the data active means CPE inhibition above about 20%, passing the limit was not always enough; inconclusive means no clear call, values can overlap the other calls; tested in BHK-21 cells;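 further: 0% = median of neutral control wells and 100% = median of positive control wells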
# CASP6 VEID inh – blocks human caspase-6 cleavage activity; actives 0.53% (n = 350,000); P55212; inhibition, % at 12.5 µM; purified caspase-6, Z-VEID-R110 cleavage fluorescence;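 active means mean inhibition across replicates at least about 35%, with every replicate also reaching that limit, limit read from the data; inconclusive means only one of the two criteria met; inactive means neither criterion met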;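 further: 0% = median of neutral control wells and 100% = no fluorescence left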
# Target sequence (P55212 24-179 limits assumed): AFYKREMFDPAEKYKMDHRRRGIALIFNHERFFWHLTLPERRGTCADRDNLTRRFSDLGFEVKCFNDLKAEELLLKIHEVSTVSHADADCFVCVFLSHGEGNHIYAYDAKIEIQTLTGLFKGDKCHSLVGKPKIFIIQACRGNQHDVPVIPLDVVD
# Target sequence (P55212 194-293 limits assumed): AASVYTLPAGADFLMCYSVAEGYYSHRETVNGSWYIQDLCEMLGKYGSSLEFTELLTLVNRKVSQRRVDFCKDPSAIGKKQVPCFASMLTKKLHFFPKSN
# SIRT5 block – blocks human SIRT5 desuccinylation of peptide; inhibition, % at 15 µM; actives 1.1% (n = 330,000); Q9NXA8; Purified SirT5, succinyl-peptide AMC, trypsin-coupled fluorescence; AID 652115; in the data active means inhibition above about 15%; inconclusive means no clear call, values can overlap the other calls
# Target sequence (Q9NXA8 whole entry, looked up): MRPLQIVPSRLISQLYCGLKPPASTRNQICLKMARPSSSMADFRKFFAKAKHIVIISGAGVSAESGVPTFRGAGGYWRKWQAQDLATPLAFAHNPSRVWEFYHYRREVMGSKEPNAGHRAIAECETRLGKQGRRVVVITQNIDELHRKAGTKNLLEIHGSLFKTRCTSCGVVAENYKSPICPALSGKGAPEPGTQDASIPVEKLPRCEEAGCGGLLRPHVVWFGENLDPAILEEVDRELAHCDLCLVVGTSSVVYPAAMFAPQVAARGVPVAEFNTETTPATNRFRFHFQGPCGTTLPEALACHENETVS
# * = called active by the depositor; u = inconclusive; x = not tested or not shown.
entry	compound	EWS-Fli inh	PAX8 reporter	LGR2 inh	ARNT-TACC3 inh	DENV2 CPE	CASP6 VEID inh	SIRT5 block
1	O=C(O)c1ccc(CN2CCOCC2)o1	-6	-7	-3	-9	-2	-1	-1
2	Cn1c(SCC(=O)N2CCOCC2)nnc1-c1cccc(NC(=O)c2ccccc2F)c1	-1	x	-1	-44	-2	1	0
3	CO[C@H]1CN(C)C(=O)c2cc(NC(=O)Nc3c(C)noc3C)ccc2OC[C@@H](C)N(CCC(F)(F)F)C[C@H]1C	1	x	-8	-8	2	-2	1
4	COc1ccc(CN(C)C[C@@H]2OCCCC[C@H](C)Oc3ccc(NS(=O)(=O)c4ccc(F)cc4)cc3C(=O)N([C@@H](C)CO)C[C@@H]2C)cc1	-5	7	12	0	u	-2	3
5	O=C(COc1cccc2cccnc12)N1CCc2ccccc21	-34	-32	x	x	-4	-2	-1
6	CCCNC(=O)N(C)C[C@H]1Oc2cc(-c3ccncc3)ccc2S(=O)(=O)N([C@H](C)CO)C[C@H]1C	-8	9	8	-2	-2	-4	-8
7	C[C@@H]1CN([C@@H](C)CO)C(=O)CCCn2cc(nn2)CO[C@@H]1CN(C)C(=O)C1CC1	3	1	-1	x	x	x	x
8	Cc1csc(=O)n1CCC(=O)OCC(=O)Nc1ccc(Cl)cn1	-8	-21	1	-2	12	2	0
9	COc1cccc(C(=O)Nc2ccc3c(c2)C(=O)N(C)[C@@H]2CC[C@H](CC(=O)NCC(F)(F)F)O[C@@H]2CO3)c1	-21	6	-16	-4	18	0	0
10	COc1ccc(CN(C)C[C@H]2OCCCC[C@H](C)Oc3ccc(NC(=O)Nc4ccc(C(F)(F)F)cc4)cc3C(=O)N([C@@H](C)CO)C[C@@H]2C)cc1	71*	106*	x	-8	-4	-2	1
11	COc1ccc2c3c([nH]c2c1)[C@H](CO)N(C)CC31CCN(C(=O)c2ccccc2F)CC1	-5	-25	0	x	-4	4	-1
12	CCOc1cc(/C=C2/C(=N)N3N=C(C)SC3=NC2=O)ccc1OS(=O)(=O)c1ccc(C)cc1	-3	9	15	x	0	12	-2
13	C=CCn1cccc(C(=O)Nc2ccc(C)c(C)c2)c1=O	-123	-177	-63	0	2	0	-1
14	O=C(Nc1cccc(Cl)c1)N(CCCN1CCOCC1)Cc1ccccc1F	-12	x	-3	-7	-2	-2	0
15	COC(=O)C1=CN(c2ccc(F)cc2)C=C(C(=O)OC)C1c1ccc(O)cc1	11	15	5	4	-4	2	2
16	COCCNC(=O)c1cccc(OC2CCN(Cc3cccc(SC)c3)CC2)c1	15	22	-15	23	19	-1	-1
17	C=CCOc1ccc(/C=C2\SC(=S)N(C(C(=O)O)c3ccccc3)C2=O)cc1 (configuration not stated)	17	13	2	6	3	25	8
18	O=C(NC1CCCC1)C1CCCN(S(=O)(=O)c2cccc3cccnc23)C1 (configuration not stated)	9	-4	-9	35	-2	-1	x
19	COC(=O)c1sccc1S(=O)(=O)NC(C)c1cnn(-c2ccc(OC)cc2)c1C (configuration not stated)	-34	-5	-2	-2	3	0	-1
20	CCOc1ccccc1N(C(=O)c1snc(C(N)=O)c1N)C(C(=O)NC1CCCC1)c1cccs1 (configuration not stated)	14	26	10	0	-5	0	-1
21	CSCc1ccc(C(=O)Nc2cc(C)cc(C)c2)cc1	x	-63	-36	1	x	x	x
22	O=C(NCc1ccccc1Cl)c1ccc2ccccc2n1	-69	-84	-50	x	-1	6	-3
23	Cc1ccc2cccc(CC(=O)NN)c2c1	0	9	-12	x	-11	-1	0
24	O=C(C[C@H]1CC[C@H]2[C@@H](COC[C@H](O)CN2C(=O)Nc2ccccc2)O1)NCc1ccncn1	-8	-15	-22	5	-1	-3	5

# Arranged by heavy-atom count (ascending): part of the list above.
entry	compound	EWS-Fli inh	PAX8 reporter	LGR2 inh	ARNT-TACC3 inh	DENV2 CPE	CASP6 VEID inh	SIRT5 block
22	O=C(NCc1ccccc1Cl)c1ccc2ccccc2n1	-69	-84	-50	x	-1	6	-3
8	Cc1csc(=O)n1CCC(=O)OCC(=O)Nc1ccc(Cl)cn1	-8	-21	1	-2	12	2	0
15	COC(=O)C1=CN(c2ccc(F)cc2)C=C(C(=O)OC)C1c1ccc(O)cc1	11	15	5	4	-4	2	2
9	COc1cccc(C(=O)Nc2ccc3c(c2)C(=O)N(C)[C@@H]2CC[C@H](CC(=O)NCC(F)(F)F)O[C@@H]2CO3)c1	-21	6	-16	-4	18	0	0

# (list continues)
entry	compound	EWS-Fli inh	PAX8 reporter	LGR2 inh	ARNT-TACC3 inh	DENV2 CPE	CASP6 VEID inh	SIRT5 block
25	Cc1ccc(-c2nnc(Nc3ccccc3)o2)cc1	63*	x	90*	-22	2	-1	-2
26	CCOC(=O)c1[nH]c2ccc(Br)cc2c1NC(=O)CCN1CCOCC1	15	35	-10	-2	-3	2	-5
27	COc1ccc(N2CC(C(=O)N/N=C/c3ccccc3)CC2=O)cc1 (configuration not stated)	-24	-6	-3	-11	-1	-1	-3
28	C=CC1=CCN(S(=O)C(C)(C)C)[C@@H]1CCO (some centres not stated)	-7	7	17	-1	-2	1	-3
29	COc1ccc(C#Cc2ccc([C@H]3[C@@H](CO)N4CCCCN(Cc5ccncc5)C[C@H]34)cc2)cc1	-6	-65	-44	10	-28	-2	-6
30	Cc1ccccc1NC(=O)NC1(C(=O)NCc2ccco2)CCCCC1	2	-9	-1	0	2	11	-5
31	CCC(=O)N(C)C[C@@H]1Oc2cc(C#Cc3cccnc3)ccc2S(=O)(=O)N([C@@H](C)CO)C[C@@H]1C	4	16	-2	-1	23	1	1
32	O=C(C[n+]1ccccc1)c1ccc(Cl)cc1	1	6	-9	7	-1	-8	-2
33	CCCNC(=O)[C@H]1[C@H](CO)[C@H]2Cn3c(ccc(-c4ccccc4)c3=O)[C@H]2N1C(=O)C1CC1	-3	x	16	x	-5	2	-15
34	Cc1cc(C(F)(F)F)nn1CC(=O)N(C)c1ccccc1	-5	5	-6	0	-3	-1	-1
35	CCC(C)NC(=O)NCc1ccccc1F (configuration not stated)	1	30	1	-6	5	-3	-3
36	COc1cc(/C=C2\C(=N)N3N=C(S(C)(=O)=O)SC3=NC2=O)cc(OC)c1OCCOc1ccc(C)cc1	-11	-2	-5	4	-4	31	20*
37	COc1ccc(CN(C)C[C@H]2Oc3ccc(NS(=O)(=O)c4ccc(F)cc4)cc3C(=O)N([C@@H](C)CO)C[C@H]2C)cc1	1	6	1	-2	-4	1	-4
38	CN1C(=O)/C(=C2\SC(N3CCCCCC3)=NC2=O)c2ccccc21	x	x	-12	6	x	15	32*
39	C[C@@H]1CCCCO[C@H](CN(C)Cc2ccc(C(F)(F)F)cc2)[C@@H](C)CN([C@H](C)CO)C(=O)c2cc(NC(=O)CCCCCC(=O)Nc3ccccc3N)ccc2O1	3	59	-18	x	-7	1	9
40	CCOc1ccc(NC(=O)CN(C)C(=O)c2c(C)nn(-c3ccc(F)cc3)c2Cl)cc1OCC	0	-4	-1	3	7	-1	-2
41	O=C(c1ccc(N2CCOCC2)c([N+](=O)[O-])c1)N1CCCC(C(F)(F)F)C1 (configuration not stated)	-1	-12	1	-4	-6	-98	1
42	O=C(O)CSc1nnc(-c2ccccc2)c(-c2ccccc2)n1	-3	-5	-20	-1	-3	-3	2
43	Cn1nc(C(=O)Nc2ccccc2N2CCOCC2)ccc1=O	5	5	-9	x	-12	-3	8
44	COc1ccc(C[C@H]2CCc3cnnn3COC[C@H](C(C)C)NC2=O)cc1	1	-7	4	x	x	x	x
45	CCC(=O)Nc1ccc2c(c1)C(=O)N(C)[C@@H]1CC[C@@H](CC(=O)N3CCc4ccccc4C3)O[C@H]1CO2	-8	-12	12	x	x	x	x
46	COc1ccccc1CN(C)C(=O)c1cc(-c2cccs2)nc2ccccc12	22	28	6	7	u	1	-13
47	Cc1cccc2c(C(=O)Nn3cnnc3)cc(-c3ccccc3Cl)nc12	13	12	10	5	-6	x	6
48	CC[C@@H](C)C(NC(=O)OC(C)(C)C)c1cn([C@@H](Cc2ccc(O)cc2)C(=O)N2CCN(C(=O)OC(C)(C)C)CC2)nn1 (some centres not stated)	-3	-2	-3	0	x	x	x
49	N#CCCn1cc(C(N)=O)c(-c2ccc3ccccc3c2)n1	-9	-8	-14	-6	-1	-1	-4
50	CN1C(=O)c2cc(NC(=O)Nc3ccc(Cl)cc3)ccc2OC[C@H]2O[C@H](CC(=O)NCCN3CCCCC3)CC[C@@H]21	-19	-27	5	2	-2	1	0
51	Cc1ccc(S(=O)(=O)N2CCN(C(=O)CN3C(=O)NC(C)(c4ccc(Cl)cc4)C3=O)CC2)c(C)c1 (configuration not stated)	2	36	-11	-7	-1	3	-3
52	N#C[C@@H]1[C@@H](c2ccc(/C=C/c3ccccc3)cc2)[C@@H](CO)N1C(=O)C1CC1	-7	38	5	2	20	-2	2
53	CCc1ccc(Nc2ncc3c(n2)CC(C)CC3=O)cc1 (configuration not stated)	-93	-125	-28	-3	-1	0	x
54	COc1ccc(C(=O)OCC(=O)Nc2ccc(Cl)cn2)cc1	0	-9	-11	18	-6	0	-2
55	CCN(CCO)C(=S)Nc1cc(C(=O)OC)ccc1C(=O)OC	x	2	-2	-5	x	x	x
56	Cc1cccc(C(=O)NCCN2CCOCC2)c1[N+](=O)[O-]	x	2	-3	0	x	x	x
57	NC(=O)c1cc(S(=O)(=O)N2CCc3ccccc3C2)cs1	8	2	-1	-3	13	3	-6
58	CC(C)CC(COCc1ccc(Cl)cc1)N1CCN(C(=O)c2cccc(C(F)(F)F)c2)CCC1=O (configuration not stated)	5	-1	13	0	12	0	x
59	CNC(=O)CN1C(=O)COc2ccc(S(=O)(=O)N3CCCCCC3)cc21	-6	-2	11	2	-2	0	-7
60	CCOC(=O)N1CCN(C(=S)Nc2ccc(C)cc2C)CC1	7	9	2	x	-1	-1	-3
61	COCCCNC(=S)N1CCN(C(=O)c2ccco2)CC1	x	-27	13	-35	x	x	x
62	COc1ccc(C2=NS(=O)(=O)N(C)C(C(=O)NCc3cccs3)=C2)cc1OC	0	-2	16	6	-5	-1	2
63	CCS(=O)(=O)N1CC2(CN(C)[C@H](CO)c3c2c2ccc(OC)cc2n3C)C1	-8	x	-1	x	3	-1	1
64	CCCC#Cc1cnc2c(c1)C(=O)N([C@H](C)CO)C[C@H](C)[C@@H](CN(C)CCC)O2	-4	x	4	4	-8	3	2
65	OCC1(Cc2cccc(Cl)c2)CCCN(Cc2sc(N3CCCC3)nc2Cl)C1 (configuration not stated)	25	10	8	-3	1	1	4
66	COc1ccccc1C(C)NC(=O)CCC(=O)N1CCN(S(=O)(=O)c2ccc(Cl)cc2)CC1 (configuration not stated)	1	5	-5	-1	14	-4	-3
67	Cc1ccc(CN(CC(=O)NC2CCCC2)C(=O)c2csnn2)cc1	-1	-5	35	x	6	0	1
68	O=C1CN(S(=O)(=O)c2ccc(Cl)cc2C(F)(F)F)CCN1	-3	0	3	0	1	1	-3
69	Nc1c(C(=O)CSc2nnnn2-c2ccccc2)c(=O)[nH]c(=O)n1C1CC1	-7	x	14	4	-3	-1	-1
70	CC(C)Oc1cccc(NC(=O)c2cnccc2C(F)(F)F)c1	8	18	-3	1	-3	2	-2
71	Cc1ccc(-c2cn3c(n2)SCC3)cc1	-80	-181	-47	-14	-2	1	4
72	O=C(C1CCOCC1)N1CC(=O)N2[C@H](C1)[C@H](c1ccc(-c3ccccc3F)cc1)[C@@H]2CO	x	x	2	x	21*	-2	3
73	O=C(C1CCN(Cc2ccc(Cl)cc2)CC1)N1CCN(Cc2ccc3c(c2)OCO3)CC1	x	4	2	0	-5	-12	-1
74	Cc1ccc(NC(=O)c2ccc([N+](=O)[O-])o2)c(C)c1	11	54	-21	-4	-2	3	x
75	CN1c2ccc(-c3ccc(F)cc3)cc2[C@H]2[C@H](CCN2C(=O)Nc2cc(F)ccc2F)[C@H]1CO	18	14	29	3	-19	-1	4
76	CCCNC(=O)N1CC[C@@H]2[C@H]1c1cc(-c3ccc(OC)cc3)ccc1N(C)[C@H]2CO	0	0	-2	11	-5	-3	4
